# L3MBTL1 inh = blocks human L3MBTL1. Q9Y468. AlphaScreen L3MBTL1–H3K9me1 peptide binding. Potency, µM (titrated, usually from 57.1 µM), inactives show at the top dose activity, negative = inhibition, most hits filed as inhibitors. hit rate 0.66% among 230,000. AID 485360; also: nearly all actives have a fitted effect of over 60% in size
#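 Displacement of a biotinylated histone H3(1-15) peptide monomethylated at Lys9 (75 nM) from L3MBTL1 (50 nM) was measured by AlphaScreen after a 30 min room-temperature compound incubation; cefsulodin titration served as intraplate control.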
# Tau ThT inhib = tau fibrillization inhibition (ThT binding) | AID 1460 | hit rate 2.1% among 270,000 | recombinant tau K18 P301L, heparin-induced fibrillization, ThT fluorescence | P10636 | Potency, µM (series often up to 57.4 µM), for the others: at the top dose activity, negative = inhibition, usual class: inhibitors; also: nearly all actives have a fitted effect of over 55% in size
# Target sequence (P10636 561-689 P618L limits assumed): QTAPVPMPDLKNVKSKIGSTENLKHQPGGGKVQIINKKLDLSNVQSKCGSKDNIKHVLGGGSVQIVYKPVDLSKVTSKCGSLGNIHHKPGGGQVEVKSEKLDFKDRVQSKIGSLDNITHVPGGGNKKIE
#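 Fibril formation assay: tau K18 P301L at 15 uM with trace Alexa 594 label, heparin inducer 20 uM, pH 7 sodium acetate buffer, 37 C for 6 hr; endpoint ThT signal.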
# TRb-SRC2 inh = inhibitors of human thyroid hormone receptor beta-SRC2 interaction; TRbeta-SRC2 peptide binding, fluorescence polarization; receptor liganded with 1 µM T3; Potency, µM (titrated, usually from 106 µM), inactives show at the top dose activity change, negative = inhibition, actives largely listed as inhibitors; hit rate 0.065% among 280,000; AID 1469;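 also: plate controls were bound peptide for no effect and peptide without receptor for full effect; nearly all actives have a fitted effect of over 50% in size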
# Target sequence (P10828 whole entry, looked up): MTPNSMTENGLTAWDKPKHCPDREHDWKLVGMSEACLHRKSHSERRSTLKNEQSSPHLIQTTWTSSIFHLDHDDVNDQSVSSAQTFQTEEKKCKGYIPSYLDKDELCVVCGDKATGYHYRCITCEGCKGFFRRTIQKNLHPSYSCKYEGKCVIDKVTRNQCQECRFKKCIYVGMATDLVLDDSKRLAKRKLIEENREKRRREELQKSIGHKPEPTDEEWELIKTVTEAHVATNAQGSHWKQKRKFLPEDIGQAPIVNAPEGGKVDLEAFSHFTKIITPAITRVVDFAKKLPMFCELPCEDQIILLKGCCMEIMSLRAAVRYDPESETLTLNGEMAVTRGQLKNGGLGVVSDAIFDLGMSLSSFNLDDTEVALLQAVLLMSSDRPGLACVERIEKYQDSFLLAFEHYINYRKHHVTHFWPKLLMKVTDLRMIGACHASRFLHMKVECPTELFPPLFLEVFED
#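 Decrease in fluorescence polarization of 20 nM Texas Red SRC2 coactivator peptide flagged inhibition of its binding to 0.6 uM TRb LBD; 1 uM T3 included, incubation 5 hr, ex 555/em 632 nm.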
# Tau fluor counter = counter-screen for tau fibril formation inhibitors. hit rate 0.93% among 280,000. Potency, µM (titrated, usually from 57.7 µM), for the others: at the highest dose activity change, negative = decrease. tau K18 P301L Alexa594 fluorescence, heparin fibrillization; also: nearly all actives have a fitted effect of over 55% in size
#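 Human tau K18 P301L (15 uM unlabeled, 0.24 uM Alexa 594-labeled) in 100 mM sodium acetate pH 7 with 20 uM heparin, 6 hr at 37 C. ThT 30 uM added, 1 hr ambient; Alexa 594 FP and total fluorescence read at 555/632 nm.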
# ALDH1A1 block = ALDH1A1 (human) enzyme inhibition; P00352; Purified ALDH1A1, NADH fluorescence, propionaldehyde substrate; Potency, µM (series often up to 75.3 µM), for inactives: at the highest dose activity, negative = inhibition, hits mostly inhibitors; hit rate 7.3% among 220,000; AID 1030; active = well fitted inhibition curve with a large enough effect, not every such curve was filed as active; inconclusive = small, poorly fitted or top-dose-only effect, or another doubt; inactive = no such curve, though single readings can be large or run the other way;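 also: plate controls were no enzyme wells and a reference inhibitor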
# TR SRC2 fluor cs = Texas Red fluorescence interference in TRb-SRC2 counter-screen. TRb/SRC2 Texas Red total fluorescence interference. Potency, µM (highest dose often 106 µM), inactives show top-dose fluorescence change, negative = quenching. hit rate 0.29% among 280,000; active = well fitted curve in either direction with a large enough effect; inconclusive = small, poorly fitted or top-dose-only effect
#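 Human TRb ligand-binding domain at 0.6 uM with 20 nM Texas Red SRC2 peptide in Tris buffer containing 1 uM T3 and 5% DMSO, incubated with compound 5 h at ambient temperature. Total fluorescence (555/632 nm) calculated as parallel + 2 × perpendicular.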
# GLA spleen mod = inhibitors or activators of human alpha-galactosidase in spleen homogenate; hit rate 0.008% among 240,000; human spleen homogenate, 4MU-alpha-Gal fluorescence, 40 min; P06280; Potency, µM (top dose mostly 80 µM), for the others: at the highest dose activity change, negative = inhibition, most hits filed as inhibitors;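 also: 0% = enzyme with vehicle and -100% = no enzyme basal signal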
# Target sequence (P06280 32-429 limits assumed): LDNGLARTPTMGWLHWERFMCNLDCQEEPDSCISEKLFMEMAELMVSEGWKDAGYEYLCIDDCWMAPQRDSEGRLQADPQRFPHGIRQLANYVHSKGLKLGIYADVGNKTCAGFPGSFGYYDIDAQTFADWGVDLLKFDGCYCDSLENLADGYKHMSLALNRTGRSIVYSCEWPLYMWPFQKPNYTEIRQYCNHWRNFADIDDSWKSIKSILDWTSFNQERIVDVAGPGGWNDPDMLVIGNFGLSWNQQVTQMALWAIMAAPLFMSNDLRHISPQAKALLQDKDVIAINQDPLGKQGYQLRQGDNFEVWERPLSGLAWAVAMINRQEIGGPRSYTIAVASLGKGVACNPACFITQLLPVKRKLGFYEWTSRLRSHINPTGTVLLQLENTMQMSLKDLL
#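 Spleen homogenate 1 ug + cpd (titration) + 4-MU-alpha-D-galactopyranoside 1 mM; 37C 40 min; 50 mM citrate/phosphate pH 5.0, 0.01% Tween-20; stop pH 10; fluorescence 365/440; AC50 via Hill.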
# Tau fibril FP = tau fibrillization inhibition (FP); K18 P301L tau heparin fibrillization, Alexa594 FP, 6 h; Potency, µM (top dose mostly 57.7 µM), without a hit: at the highest dose activity, negative = inhibition, most hits filed as inhibitors; hit rate 0.39% among 280,000; AID 1468; also: nearly all actives have a fitted effect of over 55% in size
#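 Human tau K18 […] P301L fragment, 15 uM unlabeled plus 0.24 uM Alexa 594-labeled tau (final), with compound and 20 uM heparin in 100 mM sodium acetate pH 7; 6 hr at 37 C, then Alexa 594 FP read.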
# * = called active by the depositor; ? = inconclusive; nt = no result given; & = joins results of further samples; [ ] = remark or other dose. Unless noted, calls follow the shape of the dose curve; as a rule, active = well fitted curve in the direction sought with a large enough effect; inconclusive = small, poorly fitted or top-dose-only effect, or another doubt; inactive = no such curve, though single readings can be large; an effect the other way counts as inactive or inconclusive. Unless noted, % is scaled to controls: 0 for no effect and ±100 for the full control effect; potency is read from the fitted curve at half-maximal effect. Compounds were not picked by outcome; about 8.5% have a hit in one of these screens.
SMILES,L3MBTL1 inh,Tau ThT inhib,TRb-SRC2 inh,Tau fluor counter,ALDH1A1 block,TR SRC2 fluor cs,GLA spleen mod,Tau fibril FP
CCC(C)C(NC(=O)c1ccccc1NC(=O)c1ccc(OC)cc1)C(=O)NCc1ccco1 (stereo unspecified),nt,-10%,0%,-9%,-4%,0%,-8%,-6%
CC(=O)c1ccc(NC(=O)CSc2nc(C)cc(C)c2C(N)=O)cc1,4%,-5%,0%,5%,-5%,0%,-6%,1%
COc1ccc(S(=O)(=O)NCCc2sc(-c3cccnc3)nc2C)cc1OC,nt,0%,4%,1%,nt,-4%,nt,1%
CC1=C(c2ccc(C)c(C)c2)S(=O)(=O)N=C1N1CCC(C(=O)NCc2ccccc2C)CC1,nt,-3%,1%,0%,nt,2%,nt,-13%
O=C(N/C(=C/c1ccc(Br)cc1)C(=O)N1CCCC1)c1cccs1,nt,-9%,3%,-15%,?,-1%,-18%,2%
O=C1C2C3c4ccccc4C(c4ccccc43)C2c2nc3ccccc3n21 (stereo unspecified),?,-2%,2%,-2%,0%,-5%,4%,1%
CN(C)S(=O)(=O)N1CCN(S(=O)(=O)c2ccc(F)cc2)CC1,nt,-1%,2%,-2%,3%,0%,9%,-1%
CCc1c(C)nc2cc(-c3cccs3)[nH]n2c1=O,nt,-13%,-6%,-5%,?,-1%,-4%,1%
COc1cccc(CNC(=O)Cn2nc(C)n3c(cc4cc(C)ccc43)c2=O)c1OC,nt,-8%,9%,-22%,nt,4%,nt,-7%
CC1(C)CC(=O)C2=C(C1)Oc1ncn(CCCn3ccnc3)c(=N)c1C2c1ccccc1 (stereo unspecified),-4%,-1%,-1%,3%,-15%,-4%,6%,1%
Cc1ccc(-c2nc(S(=O)(=O)c3ccccc3)c(N3CCN(c4ccccc4)CC3)o2)cc1,nt,3%,-15%,-12%,nt,-62%,nt,2%
CCOC(=O)c1ccc2c(c1)n(CC)c(/C=C/Nc1ccccc1)[n+]2CC,0%,-19%,-10%,-7%,-12%,-1%,-15%,-6%
COc1ccccc1OCC(=O)N(Cc1ccc(Cl)cc1)CC1CCCO1 (stereo unspecified),nt,9%,-1%,-2%,nt,-19%,nt,1%
CCOC(=O)CNC(=O)c1c(C)nn(-c2ccccc2)c1Cl,8%[11.4 µM],0%,4%,0%,-9%,1%,3%,4%
CC1(C)Cc2cccc(OCC(N)=O)c2O1,3%,-4%,-5%,1%,14%,0%,0%,2%
COc1ccc(C(=O)c2ccc([N+](=O)[O-])cc2Cl)cc1,-12%,-11%,2%,-29%,3%,-2%,-8%,12%
CC1CCc2c(sc3nc(CN4CCOCC4)nc(NS(=O)(=O)c4cccc([N+](=O)[O-])c4)c23)C1 (stereo unspecified),nt,?,1%,-13%,4.5µM*,-2%,4%,10%
O=S(=O)(/N=C(/Nc1ccccc1)c1ccccc1O)c1ccccc1,-1%,-1%,-2%,3%,-1%,0%,-4%,1%
CCOC(=O)C1=C(C)NC(=O)NC1c1ccc(-c2ccc(Cl)cc2)o1 (stereo unspecified),-5%,-9%,10%,-9%,6%,-1%,0%,-3%
CCCCOC1(c2ccccc2)OC(=O)c2ccccc21 (stereo unspecified),22%,-6%,-2%,-11%,6%,-1%,7%,-4%
C=C(C)COc1ccc(-c2[nH]ncc2-c2ccc(Br)cc2)c(O)c1,-6%,?,-5%,10µM*[quencher],-11%,-4%,-6%,28µM*
CCCCCCc1nc2ccccc2c(=O)n1N,-2%,-12%,-10%,-7%,-6%,0%,12%,-5%
Cc1ccc(CNC(=O)NCc2noc3ccc(C)cc23)cc1,nt,-8%,1%,-19%,nt,0%,nt,-8%
O=C1C(=O)N(CCc2c[nH]c3ccccc23)C(c2cccnc2)/C1=C(/O)c1ccccc1 (stereo unspecified),-3%,-12%,-1%,-6%,?,-2%,1%,3%
N#CC1=C(S)N(c2ccccc2)C2(CCCCC2)NC1=O,-1%,?,4%,-19%,8%,-5%,0%,?
CCCCCCCCCCCCCCSCC(=O)O,nt,?,?,-27%&-5%,2%&1%,-4%,2%&-13%,-6%&2%
N#Cc1cnn(-c2ccccc2)c1NC(=O)CN1CCOCC1,4%,11%,-6%,5%,nt,0%,-2%,2%
O=C(Nc1nnc(-c2ccncc2)o1)C1CCCCC1,-14%,-3%,-3%,-2%,-2%,-2%,-5%,0%
COc1ccc(NC(=S)N(CCC(C)C)C(C)c2ccncc2)cc1 (stereo unspecified),nt,-9%,7%,-9%,nt,-1%,0%,6%
Cc1ccc2cc(C3CC(c4cccs4)=NN3S(C)(=O)=O)c(Cl)nc2c1 (stereo unspecified),-11%,-13%,2%,-22%,nt,-4%,0%,-6%

# Exported with tabs: entries from further up
mol	L3MBTL1 inh	Tau ThT inhib	TRb-SRC2 inh	Tau fluor counter	ALDH1A1 block	TR SRC2 fluor cs	GLA spleen mod	Tau fibril FP
CCOC(=O)C1=C(C)NC(=O)NC1c1ccc(-c2ccc(Cl)cc2)o1 (stereo unspecified)	-5%	-9%	10%	-9%	6%	-1%	0%	-3%
CCCCOC1(c2ccccc2)OC(=O)c2ccccc21 (stereo unspecified)	22%	-6%	-2%	-11%	6%	-1%	7%	-4%
C=C(C)COc1ccc(-c2[nH]ncc2-c2ccc(Br)cc2)c(O)c1	-6%	?	-5%	10µM*[quencher]	-11%	-4%	-6%	28µM*
CCCCCCc1nc2ccccc2c(=O)n1N	-2%	-12%	-10%	-7%	-6%	0%	12%	-5%
Cc1ccc(CNC(=O)NCc2noc3ccc(C)cc23)cc1	nt	-8%	1%	-19%	nt	0%	nt	-8%
O=C1C(=O)N(CCc2c[nH]c3ccccc23)C(c2cccnc2)/C1=C(/O)c1ccccc1 (stereo unspecified)	-3%	-12%	-1%	-6%	?	-2%	1%	3%
N#CC1=C(S)N(c2ccccc2)C2(CCCCC2)NC1=O	-1%	?	4%	-19%	8%	-5%	0%	?
CCCCCCCCCCCCCCSCC(=O)O	nt	?	?	-27%&-5%	2%&1%	-4%	2%&-13%	-6%&2%
N#Cc1cnn(-c2ccccc2)c1NC(=O)CN1CCOCC1	4%	11%	-6%	5%	nt	0%	-2%	2%
O=C(Nc1nnc(-c2ccncc2)o1)C1CCCCC1	-14%	-3%	-3%	-2%	-2%	-2%	-5%	0%
COc1ccc(NC(=S)N(CCC(C)C)C(C)c2ccncc2)cc1 (stereo unspecified)	nt	-9%	7%	-9%	nt	-1%	0%	6%
Cc1ccc2cc(C3CC(c4cccs4)=NN3S(C)(=O)=O)c(Cl)nc2c1 (stereo unspecified)	-11%	-13%	2%	-22%	nt	-4%	0%	-6%

# The listing picks up, repeating the 2 entries before the break.
SMILES,L3MBTL1 inh,Tau ThT inhib,TRb-SRC2 inh,Tau fluor counter,ALDH1A1 block,TR SRC2 fluor cs,GLA spleen mod,Tau fibril FP
COc1ccc(NC(=S)N(CCC(C)C)C(C)c2ccncc2)cc1 (stereo unspecified),nt,-9%,7%,-9%,nt,-1%,0%,6%
Cc1ccc2cc(C3CC(c4cccs4)=NN3S(C)(=O)=O)c(Cl)nc2c1 (stereo unspecified),-11%,-13%,2%,-22%,nt,-4%,0%,-6%
COc1ccc(NC(=O)C(NC(=O)c2ccc(=O)[nH]c2)c2ccccc2)cc1 (stereo unspecified),1%,-6%,-2%,-2%,-4%,3%,1%,1%
CCCS/C(N)=N/N=C/c1ccccc1O,nt,-16%,-12%,-23%,-3%,-4%,8%,2%
O=C1OCCC1Sc1nnc(-c2ccco2)o1 (stereo unspecified),?,0%,-2%,-2%,8%,0%,0%,-1%
Cc1ccc(NC(=O)c2cc(-n3cnnc3)ccc2Cl)c(C)c1,?,-3%,-16%,-9%,-13%,-7%,-3%,-3%
COc1ccc(/C=C/C(=O)OCC(=O)NC2CCCC(C)C2C)cc1S(=O)(=O)N1CCOCC1 (stereo unspecified),nt,-4%,-12%,-5%,-4%,-1%,13%,3%
CCOc1ccccc1N1CN(CC)CNC1=S,10%,-4%,-6%,4%,1%,0%,-7%,7%
C/C(=C\C1CCCCC1)C(NC(=O)c1ccc(C(F)(F)F)cc1)c1ccc(-c2ccccc2)cc1 (stereo unspecified),nt,-2%,-4%,0%,-5%,-2%,1%,-7%
O=[N+]([O-])c1ccc(/C=N/Nc2nc(N3CCCCC3)nc(N3CCCCC3)n2)o1,nt,?,-17%,?,?,-5%,-16%,12%
Cc1nc2sc(C)c(C)c2c(=O)o1,nt,-11%,2%,-6%,-4%,-4%,-2%,-8%
NC(=O)c1oc2ccccc2c1NC(=O)c1nc2ccccc2s1,-1%,-21%,6%,-14%,-8%,-7%,3%,?
CCOc1ccc(C(=O)c2oc3ccccc3c2NC(=O)c2cc(-c3ccccc3)on2)cc1,nt,-8%,-1%,-4%,nt,-11%,nt,-10%
COc1cc(OC)c2c(-c3cccc(-c4ccc(O)cc4)c3)cc(=O)oc2c1,-4%,?,3%,22µM*[quencher],5%,-2%,-4%[119 µM],?
COc1ccccc1NC(=O)C1=C(C)Nc2nc3ccccc3n2C1c1cccs1 (stereo unspecified),-12%,-11%,4%,?,24%,3%,6%,1%
CCNS(=O)(=O)c1ccc(OC)c(C)c1,13%[11.4 µM],-3%,8%,3%,8%,1%,-4%,-2%
CCn1c2ccccc2c2cc(NC(=O)CNC)ccc21,-10%,?,-3%,-26%,25µM*,-4%,8%,12%
Cc1cccc(N(CC(=O)N2CCOCC2)S(C)(=O)=O)c1,-4%,-8%,-1%,1%,-2%,-4%,4%,7%
